APE1 inh: APE1 (human) endonuclease inhibition | P27695 | recombinant APE1, TAMRA/BHQ-2 abasic DNA cleavage fluorescence | Potency, µM (doses to about 65.8 µM), for inactives: top-dose activity change, negative = inhibition, most hits filed as inhibitors | 350,000 compounds, 0.35% hits;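 also: potency is read from the fitted curve at half-maximal effect; plate controls were vehicle for no effect and reference inhibitor for full effect; nearly all actives have a fitted effect of over 55% in size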
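Readout is kinetic fluorescence (ex 525, em 598 nm) from cleavage of 50 nM TAMRA/BHQ-2 THF abasic duplex by 0.75 nM APE1, compound added 15 min beforehand at RT.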
BLM helicase inh: Bloom syndrome helicase (human) inhibition; 350,000 compounds, 0.2% hits; recombinant BLM DNA unwinding, fluorescence dequenching; Potency, µM (doses to about 56.1 µM), for inactives: at the highest dose activity change, negative = inhibition, most hits filed as inhibitors; P54132; AID 2528;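 also: potency is read from the fitted curve at half-maximal effect; plate controls were vehicle for no effect and no enzyme for full effect; nearly all actives have a fitted effect of over 35% in size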
Pol kappa inh: blocks human DNA polymerase kappa activity; Q9UBT6; purified Pol kappa, fluorescent DNA synthesis assay, 10 min; Potency, µM (series often up to 107 µM), for inactives: top-dose activity, negative = inhibition, usual class: inhibitors; 400,000 compounds, 0.53% hits; also: potency is read from the fitted curve at half-maximal effect; % is scaled to controls: 0 for no effect and ±100 for the full control effect
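First, compounds were pin-transferred onto 10 nM Pol kappa. After 15 min at room temperature, substrate was added to 50 nM final. Fluorescence was then measured kinetically at 0 and 10 min.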
POLB inh: blocks human DNA polymerase beta activity. P06746. Pol beta primer extension/strand displacement, fluorescence kinetic. Potency, µM (highest dose often 114 µM), for the others: top-dose activity change, negative = inhibition, usual class: inhibitors. 340,000 compounds, 1.3% hits. AID 485314; also: potency is read from the fitted curve at half-maximal effect; % is scaled to controls: 0 for no effect and ±100 for the full control effect
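Kinetic readout of DNA synthesis with strand displacement by Pol beta. Compound and 10 nM enzyme sit 15 min at room temperature; 50 nM substrate starts the reaction, read immediately and at 10 min.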
POLH inh: blocks human DNA polymerase eta activity. Q9Y253. Potency, µM (top dose mostly 114 µM), for inactives: top-dose activity change, negative = inhibition, actives largely listed as inhibitors. 390,000 compounds, 1.2% hits. recombinant Pol eta, fluorescent DNA replication assay; also: potency is read from the fitted curve at half-maximal effect; % is scaled to controls: 0 for no effect and ±100 for the full control effect
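Fluorescent replication assay: 50 nM final substrate added after a 15 min room-temperature compound preincubation with 10 nM enzyme. Signal taken at 0 min and again at 10 min.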
RXFP1 antagonist: RXFP1 (human) relaxin receptor antagonism | 350,000 compounds, 0.59% hits | Q9HBX9 | AID 1259400 | activity change, negative = inhibition, % at 57.5 µM | HEK293-RXFP1, relaxin-stimulated cAMP HTRF, 30 min; hits give low values;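 active = activity change of -60% or lower, but not beyond a set lower limit; inconclusive = change between -60% and -40%, or beyond the set limit; inactive = change above -40%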; also: % is scaled to controls: 0 for no effect and ±100 for the full control effect
Pol iota inh: blocks human DNA polymerase iota activity | Q9UNA4 | Pol iota fluorescent replication assay, 10 min | Potency, µM (top dose mostly 115 µM), without a hit: top-dose activity, negative = inhibition, usual class: inhibitors | 390,000 compounds, 1% hits; also: potency is read from the fitted curve at half-maximal effect
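Fluorescent replication assay read twice, at 0 min and 10 min after adding 50 nM (final) substrate. Enzyme (10 nM) and compounds were first incubated 15 min at room temperature; enzyme-free buffer wells were negative controls.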
PGK inhibitor: blocks T. brucei phosphoglycerate kinase; P07378; Potency, µM (doses to about 57.5 µM), without a hit: top-dose activity change, negative = inhibition, usual class: inhibitors; PGK/GAPDH coupled, Kinase-Glo luminescence, 60 min; 380,000 compounds, 0.043% hits; also: potency is read from the fitted curve at half-maximal effect; % is scaled to controls: 0 for no effect and ±100 for the full control effect; nearly all actives have a fitted effect of over 60% in size
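Recombinant glycosomal PGK reaction used 1,3-bisphosphoglycerate generated in-well by GAPDH (100nM final) in 100mM TEA pH 7.6, 5mM MgCl2, 0.01% Tween-20. After 60 minutes at room temperature, ATP was read by Kinase-Glo Plus luminescence end-point.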
Apoferritin bind: binds horse apoferritin like a general anesthetic | apoferritin/1-aminoanthracene competitive binding, fluorescence | 350,000 compounds, 0.074% hits | Potency, µM (top dose mostly 77.5 µM), for inactives: at the top dose activity change, negative = displacement, usual class: inhibitors | P02791 | AID 485281; also: potency is read from the fitted curve at half-maximal effect; % is scaled to controls: 0 for no effect and ±100 for the full control effect; nearly all actives have a fitted effect of over 20% in size
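Apoferritin-based anesthetic binding model; compound displacement of fluorescent 1-AMA measured as endpoint fluorescence after 10 minutes at room temperature, scaled to free-ligand and complex controls.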
Numbers without * were called inactive; i = inactive; ? = inconclusive; . = no result given; & = joins results of further samples; [ ] = remark or other dose. Unless noted, calls follow the shape of the dose curve; as a rule, active = well fitted curve in the direction sought with a large enough effect; inconclusive = small, poorly fitted or top-dose-only effect, or another doubt; inactive = no such curve, though single readings can be large; an effect the other way counts as inactive or inconclusive.

SMILES	APE1 inh	BLM helicase inh	Pol kappa inh	POLB inh	POLH inh	RXFP1 antagonist	Pol iota inh	PGK inhibitor	Apoferritin bind
CCn1c(NC(=O)c2cccs2)nc2ccccc21	1%	0%	-6%	-15%	-21%	8	-15%	-5%	-15%
CCCN(CCC)CCNC(=O)C1c2ccccc2C(=O)N2CCc3ccccc3C12 (stereo not given)	-1%	2%	-9%	0%	-2%	8	-2%	-8%	-5%
CCc1nc(-c2ccc(OC)c(OC)c2)cc2cc(OC)c(OC)cc12	0%	-6%	-10%	-26%	-23%	-4	143%[activator]	2%	-12%
COc1cc2c(cc1OC)C(c1cc3cc4c(cc3[nH]c1=O)OCO4)N(C(=O)C(C)C)CC2 (stereo not given)	11%	-5%	-3%	0%	-11%	-10	-4%	-8%	-5%
N#Cc1c(NC(=O)c2ccccc2)sc2c1CCC2	-8%	-3%	-20%	-20%	-4%	4	?	8%	118%[activator]
COc1ccccc1N(C)S(=O)(=O)c1ccc(C(=O)Nc2cc(OC)c(OC)c(OC)c2)cc1	.	.	-4%	.	-20%	-2	5%	1%	.
CCC(C)[C@H](N)c1nnc(SCc2cccc(F)c2)o1 (stereo not given in full)	0%	1%	0%	-2%	3%	2	21%	i	?
COc1cc(NC(=O)c2cc3sccc3n2C)cc(OC)c1	-3%	-8%	-13%	-4%	-15%	-5	-9%	i	?
CN(C)CCNC(=O)Cc1ccc(NC(=O)N2CCCCc3ccccc32)cc1	.	1%	0%	24%	-12%	.	3%	0%	3%
O=C(Nc1ccccc1OC(F)F)c1ccc(-n2cncn2)c([N+](=O)[O-])c1	5%	.	-15%	.	-21%	-11	38%[activator]	0%	.
CCc1ccc(NC(=O)CCNS(=O)(=O)c2ccc3c(c2)oc(=O)n3C)cc1	.	-2%	-24%	-24%	-22%	-5	24%	i	-4%
Cc1oc2c(C)c(O)ccc2c(=O)c1-c1ccc2ccccc2n1	12%	-1%	0%	?	-5%	2	?	-1%	-5%
CC[C@@H]1OC(=O)[C@H](C)[C@H](O[C@@H]2C[C@](C)(OC)[C@H](O)[C@H](C)O2)[C@H](C)[C@H](O[C@@H]2O[C@@H](C)C[C@@H](N(C)C)[C@@H]2O)[C@](C)(O)C[C@H](C)[C@@H]2N[C@H](COCCOC)O[C@H]([C@@H]2C)[C@]1(C)O	?	3%[21.4 µM]	1%[12 µM]	.	.	.	.	.	1%[29.3 µM]
N#CCc1ccc(OC(=O)c2ccncc2)cc1	.	.	-7%	.	-1%	-3	36%[activator]	-7%	.
CCC(c1nnc(SCC(=O)Nc2cc(S(C)(=O)=O)ccc2Cl)n1Cc1ccccc1)N(C)C (stereo not given)	30%	-1%	-5%	46%	-14%	-15	18%	i	-8%
Cc1ccc(F)c([C@H]2[C@@H]3C=CCC[C@@]3(C)C(=O)N2Cc2ccccc2)c1	-4%	-11%	-16%	-23%	-15%	.	-15%	9%	-16%
CN1C(=O)C(CC(=O)NCCc2ccccc2)N(NC(=O)c2cccc(F)c2)C1=S (stereo not given)	46%	-6%	-3%	-9%	-11%	-5	119%[activator]	-11%	-8%
COc1ccccc1CNC(=O)CSc1nc2nc(C)cc(C)n2n1	1%	2%	0%	20%	-6%	-13	-2%	0%	-11%
CCn1nnnc1SCCSc1nnnn1CC	-6%	-2%	-1%	-17%	-3%	8	-7%	.	4%
COc1cc(CNC(=O)CSCc2nc3cccnc3n2C2CCCCC2)cc(OC)c1OC	.	-1%	-6%[60.1 µM]	-1%	-10%	-8	3%	-8%	-15%
Cc1nn(Cc2ccccc2)c(C)c1NC(=O)Cn1nc([N+](=O)[O-])c(Cl)c1C	-11%	-5%	-8%	-9%	8%	-7	-2%	6%	-22%
CCc1nc2cc(Cl)c(Cl)cc2nc1CC	-2%	1%	-20%	1%	-3%	-22	14%	-1%	1%
CC(OC(=O)c1cccs1)C(=O)NCc1cccs1 (stereo not given)	23%	-11%	0%	52%	10%	3	23%	-6%	-9%
CCCCOC(=O)Nc1nnc(Cc2ccc(Cl)cc2)s1	15%	-4%	-1%	34%	-5%	4	-14%	-7%	-11%
CCCCNc1ccc(C(CC(N)=O)NC(=O)c2cc(C)cc(C)c2)cc1[N+](=O)[O-] (stereo not given)	8%	-3%	6%	5%	-10%	.	-10%	-2%	-11%
CCCCCN(C(=O)CCC(=O)OCC(=O)N(C)Cc1ccccc1C)c1c(N)n(CCCC)c(=O)[nH]c1=O	5%	.	-3%	.	-4%	-10	-7%	-6%	.
O=C(Cc1ccc(F)cc1)NCCS(=O)(=O)N1CCN(c2ccccc2)CC1	2%	.	4%	.	-12%	-20	8%	i	.
COC(=O)/C=C1\NCCNC1=O	-2%	-1%	-5%	-21%	-8%	0	-20%[58.9 µM]	-4%	6%
O=C(O)c1ccc(OS(=O)(=O)c2cccc(C(F)(F)F)c2)cc1	1%	.	-2%	.	-8%	-16	8%	11%	.
Cc1cccc(OCC(=O)N2CCC(c3nc4ccccc4o3)CC2)c1C	.	-6%	-12%	4%	-15%	?	18%	5%	-17%

The closing 4 compounds of the part before open the next one:
SMILES	APE1 inh	BLM helicase inh	Pol kappa inh	POLB inh	POLH inh	RXFP1 antagonist	Pol iota inh	PGK inhibitor	Apoferritin bind
O=C(Cc1ccc(F)cc1)NCCS(=O)(=O)N1CCN(c2ccccc2)CC1	2%	.	4%	.	-12%	-20	8%	i	.
COC(=O)/C=C1\NCCNC1=O	-2%	-1%	-5%	-21%	-8%	0	-20%[58.9 µM]	-4%	6%
O=C(O)c1ccc(OS(=O)(=O)c2cccc(C(F)(F)F)c2)cc1	1%	.	-2%	.	-8%	-16	8%	11%	.
Cc1cccc(OCC(=O)N2CCC(c3nc4ccccc4o3)CC2)c1C	.	-6%	-12%	4%	-15%	?	18%	5%	-17%
CN(C)CCSc1nc(N)c2c3c(sc2n1)COC(C)(C)C3	2%	-1%	6%	10%	-11%	9	31%[activator]	-9%	-5%
Cc1ccc(S(=O)(=O)N2CCC(C(=O)Nc3ccccc3N3CCCC3)CC2)c(C)c1	7%	.	-12%	.	-11%	-10	0%	i	.
CC(C)C(c1nnnn1Cc1ccccc1)N1CCC(C(N)=O)CC1 (stereo not given)	-2%	0%	-6%	77%[activator]	-8%	-5	17%	i	-9%
CCOC(=O)N1CCC(NC(=O)c2oc3c(C)c(C)ccc3c2C)CC1	.	.	-7%	.	-19%	-30	24%	-4%	.
CCCCOc1ccc(NC(=O)Cn2nnnc2-c2ccccc2F)cc1	.	-5%	1%	-1%	11%	-9	-3%	-6%	-1%
O=C(NCCN1CCCC1)c1ccc2c(c1)N(Cc1ccccc1)C(=O)c1ccccc1S2(=O)=O	44%[activator]	3%	-2%	7%	0%	0	23%	1%	-6%
COc1ccc(N2CCN(C(=O)COC(=O)Cc3ccc(F)cc3)CC2)cc1	-8%	.	-2%	.	-2%	7	24%	3%	.
COc1ccc(S(=O)(=O)n2ccnc2C)c(C)c1C	17%	-6%	12%	-12%	0%	-2	11%	i	-2%
COc1ccc(C2c3[nH]c4ccccc4c3CCN2C(=O)c2ccc(=O)n(C)n2)c(F)c1 (stereo not given)	-6%	-9%	-1%	5%	-18%	-5	18%	-8%	-12%
O=C(CCCSc1nc2ccccc2[nH]1)Nc1nnc(C2CC2)s1	-2%	-1%	-13%	3%	3%	1	21%	4%	-19%
Cc1cc(C(C)(C)C)oc1C(=O)N1CCN(C(=O)c2oc(C(C)(C)C)cc2C)CC1	1%	-2%	1%	-10%	-18%	.	65%[activator]	3%	0%
Cc1cc(Nc2ccccc2N2CCOCC2)n2ncnc2n1	14%	0%	-8%	25%	-5%	6	0%	-7%	-12%
Cc1ccc2c(CC(=O)OC(C)C(=O)NCc3ccc4c(c3)OCO4)coc2c1 (stereo not given)	-5%	-7%	-23%	0%	-16%	-3	0%	-2%	?
O=C(Nc1nnc(S(=O)(=O)N2CCCCCC2)s1)c1ccc(Cl)cc1	20%	1%&0%	-11%&0%	30%&7%	-12%&1%	10&0	-8%&15%	5%&-3%	-10%&-15%
N=c1n(CCCOc2ccccc2Cl)c2ccccc2n1CC(N)=O	8%	-12%	-2%	5%	-21%	-20	-19%	i	-3%
CN1CCN(c2nc3c(c(=O)[nH]c(=O)n3C)n2CCCSc2ncccn2)CC1	1%	1%	-4%	22%	-14%	6	21%	-1%	-4%
CCOC(=O)C(=O)NC(C)c1ccccc1 (stereo not given)	-7%	-3%	0%	11%	-12%	10	32%[activator]	-5%	-9%
O=[N+]([O-])c1ccc(CN2CCN(Cc3c[nH]c4ccccc34)CC2)cc1	-1%	-10%	-7%	-6%	-16%	-9	10%	-4%	-16%
C[C@H](NC(=O)c1[nH]cnc1C(=O)N[C@H](C)c1ccccc1)c1ccccc1	-15%	.	-11%	.	-14%	.	2%	-8%	.
Cc1cc(C)c2nc(-c3ccccn3)cc(C(=O)Nn3cnnc3)c2c1	1%	2%	-14%	15%	-21%	-11	84%[activator]	-5%	-19%
CN(c1ccc(OCC(=O)Nc2cc(Cl)ccc2C(=O)O)cc1)S(=O)(=O)c1ccc(F)cc1	-7%	.	-21%	.	?	4	?	-9%	.
COc1ccc(-c2cc(C#N)nc(NN)n2)cc1	8%	-7%	-15%	5%	-9%	-20	121%[activator]	0%	-5%
CC(C)Oc1ccc(C(=O)OC(C)C(=O)Nc2nc(-c3cccc([N+](=O)[O-])c3)cs2)cc1 (stereo not given)	-3%	-6%	-1%	-1%	1%	4	-9%	-3%	0%
COc1cc(C(=O)ONC(=O)c2ccc(OC(F)F)cc2)cc(OC)c1OC	11%	-5%	-24%	32µM*	79µM*	1	?	0%	0%
COc1ccc2[nH]cc(CCNC(=O)Nc3ccccc3C)c2c1	-10%	2%&0%	-1%&-14%	?	-1%&-4%	9	15%&4%	5%&-1%	-6%&-2%
COc1ccc(/C=C/C(=O)Nc2sc3c(c2C(N)=O)CCCC3)cc1	.	-15%	-7%	?	?	5	-12%	0%	0%

Some of the compounds tested. The share of hits here may be higher or lower than overall.
